ROCK2 inh – ROCK2 (human) kinase inhibition; purified ROCK2, Kinase-Glo ATP depletion luminescence; O75116; inhibition, % at 6 µM; hit rate 0.35% among 60,000;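 active = inhibition above the screen-wide mean inhibition plus 3 SD, cut at about 18% in these data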;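 also: plate controls were DMSO wells for no effect and Y-27632 control wells after no-enzyme background subtraction for full effect; many of its hits are not listed in these tables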
CatS block – human cathepsin S inhibition; recombinant cathepsin S, AMC dipeptide fluorescence, pooled mixtures; inhibition, %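 (tested at 5 µM per compound within 10-compound mixtures)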; hit rate 0.06% among 62,000; in the data active = inhibition above about 32%, passing the limit was not always enough; inconclusive = no clear call, values can overlap the other calls;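 also: 0% = enzyme without compound and 100% = blank without enzyme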
Cathepsin G inh – cathepsin G (human) inhibition; P08311; purified enzyme, AMC-tetrapeptide fluorescence, pooled mixtures; inhibition, % at 5 µM (by protocol); hit rate 0.2% among 62,000;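 active = inhibition above 20% in each of the two mixture wells holding the compound; inactive = inhibition of 20% or less in either well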;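 also: 0% = enzyme control without mixture and 100% = blank lacking enzyme; strong numbers were not always called active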
Target sequence (P08311 21-244 limits assumed): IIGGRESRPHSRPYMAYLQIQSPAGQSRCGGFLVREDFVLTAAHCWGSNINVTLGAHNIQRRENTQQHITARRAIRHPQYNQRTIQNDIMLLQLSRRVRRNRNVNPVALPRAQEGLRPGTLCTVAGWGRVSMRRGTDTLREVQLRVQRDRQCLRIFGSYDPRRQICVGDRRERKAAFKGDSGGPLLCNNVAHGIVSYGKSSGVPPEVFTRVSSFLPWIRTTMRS
CatL block – blocks human cathepsin L protease activity | P07711 | purified cathepsin L, fluorogenic substrate, fluorescence | inhibition, %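 (tested at 10 µM)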 | hit rate 0.17% among 58,000; in the data active = inhibition above about 45%;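 also: 0% = enzyme with no compound and 100% = no enzyme blank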
CatB block – human cathepsin B inhibition; purified cathepsin B, fluorogenic substrate, fluorescence; hit rate 0.1% among 63,000; inhibition, %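 (tested at 10 µM)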; in the data active = inhibition above about 21%;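 also: 0% = enzyme with no compound and 100% = no enzyme blank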
C1s block – blocks human complement C1s protease activity. P09871. purified C1s, fluorogenic AMC substrate, pooled mixtures. mean inhibition % of two 10-compound mixtures (stronger effect = higher value), % at 5 µM (by protocol). hit rate 0.16% among 62,000. AID 538;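 active = inhibition above 20% in each of the two 10-compound mixture wells holding the compound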;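 also: 0% = enzyme wells lacking compound mixture and 100% = no-enzyme blank wells; some compounds called inactive have numbers as strong as hits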
Target sequence (P09871 16-437 limits assumed): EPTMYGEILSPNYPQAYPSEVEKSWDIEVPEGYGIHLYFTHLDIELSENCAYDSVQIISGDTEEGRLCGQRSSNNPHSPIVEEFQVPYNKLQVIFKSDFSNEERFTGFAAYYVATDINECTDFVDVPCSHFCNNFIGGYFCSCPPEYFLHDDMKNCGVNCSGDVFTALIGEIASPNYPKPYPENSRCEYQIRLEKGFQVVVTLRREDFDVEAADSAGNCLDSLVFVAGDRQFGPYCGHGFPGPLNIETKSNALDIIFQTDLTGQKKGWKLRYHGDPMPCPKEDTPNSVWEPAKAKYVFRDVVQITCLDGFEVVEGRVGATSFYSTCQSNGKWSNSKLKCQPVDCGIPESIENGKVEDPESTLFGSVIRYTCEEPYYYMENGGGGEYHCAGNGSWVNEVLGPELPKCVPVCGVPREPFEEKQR
Target sequence (P09871 438-688 limits assumed): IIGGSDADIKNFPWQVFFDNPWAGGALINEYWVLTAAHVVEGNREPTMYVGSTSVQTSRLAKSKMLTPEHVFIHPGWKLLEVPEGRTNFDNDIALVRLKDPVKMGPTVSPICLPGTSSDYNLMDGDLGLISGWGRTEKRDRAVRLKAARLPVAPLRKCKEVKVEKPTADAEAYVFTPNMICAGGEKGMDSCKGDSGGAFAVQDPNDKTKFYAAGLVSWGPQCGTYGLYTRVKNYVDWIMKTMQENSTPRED
Her2 expr inh – inhibitors of human Her2 kinase expression; HER2 level % of control, % at 10 µM; P04626; SKBR-3 HER2 protein level, AlphaScreen, 18-24 h; stronger effect = lower value; hit rate 0.69% among 65,000;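 active = HER2 level under 5% of the carrier-only control; inconclusive = no clear call, values can overlap the other calls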;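 also: 100% = DMSO carrier and 0% = 500 nM PU-H71 HSP90 inhibitor; lower value means stronger loss of Her2 protein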
CatB mix inh – inhibitors of human cathepsin B in compound mixtures. Purified cathepsin B, AMC dipeptide fluorescence. hit rate 0.06% among 62,000. inhibition, %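 (ten-compound pools at 5 µM per compound and 50 µM total)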. P07858; in the data active = inhibition above about 22%, passing the limit was not always enough; inconclusive = no clear call, values can overlap the other calls;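 also: 0% = enzyme without compound and 100% = no enzyme blank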
PKA kinase inh – PKA (human) kinase inhibition; P17612; PKA Kemptide phosphorylation, Kinase-Glo ATP luminescence; inhibition, % at 6 µM; hit rate 0.1% among 65,000; AID 524;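 active = inhibition above the screen-wide mean inhibition plus 3 SD, cut at about 21% in these data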; also: many of its hits are not listed in these tables
* = called active by the depositor; ? = inconclusive; / = no result given. A portion of the library; the hit share may differ from the screen's.

compound	CatB block	Her2 expr inh	C1s block	CatS block	CatL block	ROCK2 inh	Cathepsin G inh	PKA kinase inh	CatB mix inh
N#CC(C(=O)NC1CCCCC1)c1nc2ccccc2nc1N1CCN(c2ccc(F)cc2)CC1 (stereo not given)	3	85	4	4	0	-2	4	7	-4
COc1cccc(C(O)CC(N)=O)c1 (stereo not given)	2	67	12	1	10	2	11	5	1
O=C(COc1nnc2ccccn12)N1CCN(S(=O)(=O)c2ccccc2)CC1	0	69	-6	9	-17	3	6	4	-1
Cc1cc(Nc2cccc(C)c2C)n2ncnc2n1	5	97	14	-2	/	3	6	6	20
CCCCS(=O)CC(CS(=O)CCCC)OC(=O)c1ccc(C)cc1 (stereo not given)	5	91	-41	-10	/	/	0	5	-3
COc1ccc(OC)c(NC(=O)c2ccc(NC(C)=O)cc2)c1	2	93	3	-8	7	6	8	10	-1
COC(=O)c1[nH]c(C)c(/C(O)=C2\C(=O)C(=O)N(CCN(C)C)C2c2ccccc2OC)c1C (stereo not given)	1	105	-10	14	8	10	-7	8	4
CCOC(=O)N1CCC(NC(=O)COc2cc(=O)n(C)c3ccccc23)CC1	0	104	-5	-5	/	-4	-2	-9	1
Cc1nc(CNS(=O)(=O)c2ccc3ccccc3c2)cs1	-1	107	-38	7	/	-1	-7	-7	-1
Cn1c(SCc2nnc3n2CCCCC3)nc2ccccc21	-3	123	7	2	5	6	12	10	4
O=C(Nc1nc(-c2ccc3c(c2)OCCO3)cs1)c1ccc(S(=O)(=O)N2CCCCC2)cc1	-4	98	-18	-2	-4	9	-2	6	4
CC1Cc2ccccc2N1C(=O)CN1CCc2ccccc2C1 (stereo not given)	1	114	12	2	0	/	8	12	-2
CCc1ccc(NC(=O)CS(=O)CC(=O)NC(C)CCc2ccco2)cc1 (stereo not given)	1	100	-14	-1	18	/	4	10	1
CCCc1cc(N2CCCC(C(=O)Nc3cc(Cl)ccc3OC)C2)n2ncnc2n1 (stereo not given)	-3	91	2	-5	/	/	-1	-2	2
O=C(Nc1ccccn1)c1cccnc1	-2	80	-17	3	8	5	3	14	1
O=C(CCNS(=O)(=O)c1ccc(Cl)cc1)NCc1ccccn1	5	75	13	-4	-6	/	12	6	5
CCOC(=O)C1CCN(C(=O)CS(=O)Cc2nc(-c3ccc(C)cc3)oc2C)CC1 (stereo not given)	5	102	13	-1	/	7	9	5	4
CCOC(=O)c1cnc(SCC(=O)Nc2ccccc2N2CCOCC2)nc1N	0	82	3	8	0	12	10	12	-4
C=CCc1cccc(CNc2nc3ccccc3n2CC)c1O	0	73	16	12	21	5	13	12	2
Cc1ccc(CNC(=O)C2C3C=CC4(CN(Cc5cccnc5)C(=O)C24)O3)cc1 (stereo not given)	4	78	-2	3	15	7	10	8	2
COc1cc(C2N(c3ccc(Cl)cc3)C(=O)C3CCCN32)cc(OC)c1OC (stereo not given)	3	102	0	7	-3	6	6	14	2
CCN(C#N)c1nc(NC(C)C)nc(NC(C)C)n1	2	112	12	3	11	8	4	13	2
CCCCC(=O)C1CCN(Cc2ccccc2)CC1	0	100	/	/	1	-4	/	1	/
CCc1nc(NCC2CCCO2)c(C#N)c2c1COC(C)(C)C2 (stereo not given)	1	96	/	/	-14	0	/	-3	/
COC(=O)Cc1[nH]nc2c1C1(CCSCC1)C(C#N)=C(N)O2	8	116	-4	15	0	-4	4	-8	-1

Some of these compounds in order of molecular weight, lowest first:
compound	CatB block	Her2 expr inh	C1s block	CatS block	CatL block	ROCK2 inh	Cathepsin G inh	PKA kinase inh	CatB mix inh
Cn1c(SCc2nnc3n2CCCCC3)nc2ccccc21	-3	123	7	2	5	6	12	10	4
COC(=O)Cc1[nH]nc2c1C1(CCSCC1)C(C#N)=C(N)O2	8	116	-4	15	0	-4	4	-8	-1
CCOC(=O)C1CCN(C(=O)CS(=O)Cc2nc(-c3ccc(C)cc3)oc2C)CC1 (stereo not given)	5	102	13	-1	/	7	9	5	4

(list continues)
compound	CatB block	Her2 expr inh	C1s block	CatS block	CatL block	ROCK2 inh	Cathepsin G inh	PKA kinase inh	CatB mix inh
COc1ccccc1N1CCN(C(=O)CCCn2c(=O)[nH]c3ccsc3c2=O)CC1	-5	105	-2	-3	/	-1	-3	-4	-1
Cc1occc1-c1nnc(SCC(=O)N2c3ccccc3CCc3ccccc32)n1C	4	78	12	12	-10	-3	12	-4	3
Cc1ccc(S(=O)(=O)NCC(=O)N(CCc2ccccc2)CC(=O)NCc2ccco2)cc1	3	63	12	0	21	8	10	1	5
COc1ccc(C(C#N)C2(C)OCCO2)cc1OC (stereo not given)	/	78	11	8	/	4	9	8	0
CCOc1ccc(N2CC(C(=O)Nc3cccc(C)c3C)CC2=O)cc1 (stereo not given)	3	114	-1	-3	1	8	2	2	5
O=C(O)c1ccc(CN(c2ccccn2)S(=O)(=O)c2ccccc2)cc1	4	128	-1	-2	3	6	8	11	2
CCOCCCNC(=O)CN1CCN(Cc2ccccc2C)C1=O	4	110	0	30	21	1	-3	5	3
O=C(CSc1nnc(Cc2cc(=O)[nH]c(=O)[nH]2)n1-c1ccccc1)N1CCCc2ccccc21	6	87	-9	18	31	8	-6	10	5
Cc1nc2cc(NCc3nc4ccccc4n3Cc3ccccc3)ccc2n1C	-3	55	5	9	/	-9	13	-4	0
COc1ccc(-c2onc(C)c2-c2ccc(C(=O)OC(C)C)o2)c(O)c1	6	83	21	2	20	5	17	8	1
COc1ccc(C2CC(C(F)(F)F)n3nc(C(=O)O)cc3N2)cc1OC (stereo not given)	4	120	9	18	13	-3	6	2	7
O=c1cc(CNC2CCCCC2)c2ccccc2[nH]1	0	103	4	-3	0	-7	-3	-1	1
c1ccc(-n2c(SCc3nc(-c4cccs4)no3)nnc2-c2ccco2)cc1	-4	78	-17	-8	-7	-2	-3	-5	2
O=c1[nH]c(-c2ccccc2O)nc2c1CCCC2	1	89	-8	9	-3	-1	-2	0	-2
Cc1csc2nc(CNS(=O)(=O)c3ccc4c(c3)OCCO4)cn12	-1	81	3	3	11	-2	-2	-10	-8
CC(C)C(NC(=O)C1CCCCC1)C(=O)NCc1ccccn1 (stereo not given)	4	82	11	-4	4	1	7	10	1
COc1ccc(NC(=O)CN(c2ccc(C)cc2)S(=O)(=O)c2c(C)nn(C)c2C)cc1OC	9	88	-23	8	4	7	-2	11	4
CC(=O)C1=C(C)NC(SCC(=O)c2ccc(Cl)cc2Cl)=C(C#N)C1c1ccco1 (stereo not given)	6	113	13	6	13	2	9	5	-1
COCCOC(=O)C1=C(C)NC2=C(C(=O)CC(c3cccs3)C2)C1c1ccsc1 (stereo not given)	-1	86	9	-10	-12	-4	14	-2	1
O=C(NCc1ccccc1)C1C(=O)N(Cc2ccccc2)C(=O)C1C1(O)CCCC1 (stereo not given)	4	70	/	/	-5	13	/	6	/
C=CCOC(=O)Nc1c(C(=O)OC)[nH]c2ccccc12	-5	90	2	-11	-9	-2	1	-5	-7
O=C(NC12CC3CC(CC(C3)C1)C2)c1ccc(=O)oc1	5	117	-6	6	26	1	-3	8	1
C/C(=C1\SC(N2CCOCC2)=NC1=O)c1ccc(C)cc1	2	96	14	-1	5	4	12	10	4
CCCN(c1nc(C)cc(OC)n1)S(=O)(=O)c1ccccc1	2	86	19	9	17	0	10	-4	5
Cc1ccc(/C=c2\sc3nc(-c4ccccc4Br)nn3c2=O)o1	-2	74	13	11	10	7	13	-4	5
Cn1c(N)c(C(=O)COC(=O)C2(c3ccccc3F)CCCC2)c(=O)n(C)c1=O	3	90	-8	-4	/	/	6	6	-1
CCOC(=O)N1CCN(C(=O)c2cnn3c(C)c(Cc4ccc(C)cc4)c(C)nc23)CC1	2	72	-4	-7	/	/	4	0	-2
CSc1nc2sc3c(c2c(=O)n1C)CCCC3	-1	90	-33	-1	-3	1	-13	4	-1
COc1ccc(C)cc1NC(=O)CN(C)S(=O)(=O)c1cccs1	6	55	-6	-7	4	/	10	-1	2
CCOC(=O)c1[nH]c2ccccc2c1NC(C)=O	0	73	0	-5	3	4	-2	4	0
COc1cc2c(cc1OC)-c1nncn1C(C)(C)C2	0	110	-1	-8	-7	-6	-3	-7	-2
CN1CCc2c(sc3nc(SCC(N)=O)n(-c4ccccc4)c(=O)c23)C1	4	99	13	?	0	/	10	6	8
c1ccc(-c2cnc(CSc3nnc4ccccn34)o2)cc1	5	101	23	-2	/	6	4	8	-4
COc1ccc(S(=O)(=O)N2CCCN(Cc3cccc(F)c3)CC2)cc1	-6	87	2	-7	-8	-1	-3	3	3
CCOc1ccccc1NC(=O)CSc1nnc(Cn2c(=O)sc3ccccc32)n1C	5	114	-5	9	25	-3	2	3	2
COc1cccc(N2C(=O)CC(N3CCN(S(=O)(=O)c4ccccc4)CC3)C2=O)c1 (stereo not given)	-1	101	-27	0	0	0	-1	-1	6
O=C(NCC1CCCCC1)c1ccco1	-2	73	-35	5	12	4	-3	4	-5
CC(C)CC(=O)Nc1ccc2oc(-c3cccnc3)nc2c1	5	100	-10	11	-41	-2	-4	-8	2
O=C(NCCc1ccccc1F)C1CCCN1S(=O)(=O)c1ccccc1 (stereo not given)	0	88	5	-2	-3	6	3	11	6
CCS(=O)(=O)N1CCC(C(=O)NC2CCCCCCC2)CC1	2	106	-1	7	7	3	-13	14	5
CCCn1c(N2CCN(C(=O)N3CCCCC3)CC2)nc2ccccc21	-6	133	0	0	8	-1	-3	3	3
COc1ccc(-c2csc(NCc3ccco3)n2)cc1	7	98	-69	9	9	/	-9	-4	5
